# KKLEB tox – CF airway cell cytotoxicity counter-screen. 360,000 tested, 0.36% active. KKLEB CF airway cells viability, ATPlite luminescence, overnight; hits give low values; cells stimulated with P. aeruginosa culture filtrate. activity change (cytotoxicity), % at 5 µM. AID 602141;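 active means corrected activity change at or below -50% at 5 µM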
# NR2E3 ag-1 – agonists of human nuclear receptor NR2E3; Q9Y5X4; inhibition of corepressor binding, % at 4.78 µM; AID 2300; GST-NR2E3/biotin-RetCOR TR-FRET, 1536-well; 320,000 tested, 0.12% active;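 active means percent inhibition above the cutoff of mean plus 3 SD of all tested compounds, set per screening campaign, cut at about 20% in these data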;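 further: 0% = DMSO wells and 100% = biotin wells as full block of FRET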
# Target sequence (Q9Y5X4 whole entry, looked up): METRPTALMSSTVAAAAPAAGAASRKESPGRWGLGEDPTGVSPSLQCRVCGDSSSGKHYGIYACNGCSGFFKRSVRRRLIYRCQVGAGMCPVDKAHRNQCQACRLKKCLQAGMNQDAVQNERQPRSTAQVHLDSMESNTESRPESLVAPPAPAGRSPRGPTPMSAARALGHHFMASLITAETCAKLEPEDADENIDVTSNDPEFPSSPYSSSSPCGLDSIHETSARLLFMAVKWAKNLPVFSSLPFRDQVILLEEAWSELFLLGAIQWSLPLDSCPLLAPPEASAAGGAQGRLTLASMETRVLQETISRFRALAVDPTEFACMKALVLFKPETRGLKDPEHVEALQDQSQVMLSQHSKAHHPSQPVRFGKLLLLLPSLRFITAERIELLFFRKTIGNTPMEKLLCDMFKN
#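 Format: 1536-well format; test system: GST-NR2E3 and biotin-RetCOR proteins; read-out basis: percent inhibition of TR-FRET ratio; timing: 5 h incubation at 4 °C; detection: time-resolved FRET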
# Peg3 promoter – inhibitors of Peg3 promoter. HeLa PEG-Prom luciferase reporter, luminescence, overnight. inhibition, % at 20 µM. 360,000 tested, 1.7% active. AID 588405;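 active means inhibition of at least 50% at 20 µM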
# Shn3 inh set2 – reduces Shn3 3'UTR luciferase signal in osteoblasts; AID 588674; Clone20 osteoblast Shn3 3'UTR firefly luciferase, 24 h; 360,000 tested, 0.52% active; inhibition, % at 12.5 µM;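 active means mean inhibition of at least 75% with every replicate also reaching 75%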;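 further: 0% = median of neutral control wells and 100% = pilot-screen positive control compound; some compounds past the cut are filed as inactive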
# TRPM1 prom inh – inhibitors of MITF-driven TRPM1 promoter in melanoma cells. 330,000 tested, 0.83% active. SK-MEL-5 TRPM1 promoter luciferase, 24 h. inhibition, % at 12.5 µM;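 active means mean inhibition across replicates of 60% or more, whatever share of single replicates reaches that level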; further: values of inactives mirror those of a sister screen read the other way
# Vif imaging – HIV Vif inhibition. HEK293T cells, Vif self-association by quenched fluorescence, imaging, 24 h. inhibition, % at 7.49 µM. 340,000 tested, 0.35% active. AID 602346; in the data active means inhibition above about 50%, passing the limit was not always enough; further: some results filed as inactive read as strong as hits
# NR2E3 ag-2 – human photoreceptor-specific nuclear receptor agonism; Q9Y5X4; CHO-S Gal4-NCOR/VP16-NR2E3 two-hybrid, luciferase; inhibition of corepressor binding, % at 3.98 µM; 360,000 tested, 0.35% active; AID 602229;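 active means inhibition above the mean of all tested compounds plus 3 SD, cut at about 70% in these data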;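 further: 0% = DMSO with NR2E3 transfected cells and 100% = cells lacking NR2E3 construct; higher means lower luciferase signal from less NR2E3 corepressor binding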
# HIF-2a inh – inhibitors of HIF-2a; 786-0 RCC cells HIF-2a reporter, luciferase luminescence, overnight; inhibition, % at 18.8 µM; 360,000 tested, 0.72% active; AID 624352;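 active means inhibition of the luminescence signal of 40% or more relative to plate controls, in a single-dose primary screen at 18.75 µM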
# CaV13 FRET inh – Primary screen for inhibitors of IQ motif and Ca2+-dependent inactivation inhibitor domain binding in CACNA1D, Förster resonance energy transfer in living cells, …. 340,000 tested, 0.098% active. inhibition, % at 12.3 µM. HEK cells, CFP/YFP FRET ICDI-IQ, plate reader, 10 min; percent FRET-ratio fall versus neutral wells;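 active means mean replicate inhibition of at least 30% and at least 1% of replicates passing that level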;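 further: 0% = median of the neutral control wells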
# CF NFkB inh – inhibitors of cystic fibrosis induced NF-kB | KKLEB NF-kB-GFP reporter, PAF-induced, GFP fluorescence overnight | inhibition, % at 5 µM | 360,000 tested, 0.86% active;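 active means at least 50% inhibition at 5 µM, scaled per plate between neutral and stimulator controls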;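 further: PAF is a Pseudomonas aeruginosa culture filtrate used as stimulus; plate controls were PAF-stimulated DMSO wells for no effect and unstimulated DMSO wells for full effect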
# PDI turbidity – inhibitors of human protein disulfide isomerase; P07237; PDI insulin aggregation turbidity, A650, 90 min; inhibition, % at 10 µM; 350,000 tested, 0.052% active; AID 588391;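 active means mean inhibition across replicates of 30% or more, whatever share of single replicates reach that level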;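 further: absorbance from insulin aggregation driven by PDI reduction with DTT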
# Target sequence (P07237 whole entry, looked up): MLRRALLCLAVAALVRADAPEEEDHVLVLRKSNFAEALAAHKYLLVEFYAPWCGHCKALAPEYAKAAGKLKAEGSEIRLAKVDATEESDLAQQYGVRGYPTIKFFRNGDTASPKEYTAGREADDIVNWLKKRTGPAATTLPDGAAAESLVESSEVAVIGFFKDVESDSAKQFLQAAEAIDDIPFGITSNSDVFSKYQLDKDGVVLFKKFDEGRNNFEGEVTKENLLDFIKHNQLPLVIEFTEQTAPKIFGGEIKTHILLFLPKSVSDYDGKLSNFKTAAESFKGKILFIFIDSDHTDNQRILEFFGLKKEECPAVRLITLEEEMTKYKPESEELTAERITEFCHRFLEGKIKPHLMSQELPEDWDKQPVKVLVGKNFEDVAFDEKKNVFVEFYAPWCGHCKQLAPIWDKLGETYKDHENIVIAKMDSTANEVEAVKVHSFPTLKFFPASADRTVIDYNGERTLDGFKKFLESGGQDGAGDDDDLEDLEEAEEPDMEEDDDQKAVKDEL
# * = called active by the depositor; nt = not tested or not shown. Random draw from the library; about 3.3% have a hit in one of these screens.
SMILES,KKLEB tox,NR2E3 ag-1,Peg3 promoter,Shn3 inh set2,TRPM1 prom inh,Vif imaging,NR2E3 ag-2,HIF-2a inh,CaV13 FRET inh,CF NFkB inh,PDI turbidity
CN(C)S(=O)(=O)c1ccc(-c2ccccc2)cc1,8.9,4.0,-46.0,-5.0,-23.7,-19.5,-7.4,-107.4,-6.9,7.9,-4.0
O=c1[nH]ncc(N/N=C\c2cccs2)c1Cl,1.8,-2.9,-12.4,-0.2,23.6,20.0,-0.3,-36.0,-4.9,-21.6,2.2
Cc1c(NS(=O)(=O)c2ccc3c(c2)n(C)c(=O)n3C)c(=O)n(-c2ccccc2)n1C,-2.9,-2.1,22.3,-3.3,-0.2,-0.3,-0.2,24.9,nt,8.5,-3.7
CCCC(NC(=O)C(C)Sc1nnnn1C1CC1)c1ccccc1 (configuration not stated),15.0,1.8,-1.2,-2.5,4.3,-2.9,-10.3,6.7,-2.3,11.1,-6.2
COc1ccc2oc(CS(=O)c3ccccc3)c(C(=O)O)c2c1 (configuration not stated),-11.1,1.4,-0.1,-10.0,-3.0,-1.6,-0.9,9.7,-1.1,15.5,4.4
Cc1ccc(S(=O)(=O)NCCC(=O)N2CCN(C/C=C/c3ccccc3)CC2)cc1,12.5,2.5,14.9,0.4,1.4,-3.3,33.4,-0.5,-14.8,-3.5,1.9
CC(C)(C)S(=O)(=O)N1C[C@H]2CC/C=C\C/C=C\2[C@@H]1CCO,-10.3,nt,-0.2,6.1,nt,2.9,-45.5,19.0,-4.3,23.3,5.0
C[C@H](CO)N1C[C@H](C)[C@@H](CN(C)C(=O)Cc2ccccc2)OCc2cnnn2CCCC1=O,-21.5,nt,-2.0,-32.4,nt,nt,-0.9,12.8,-7.2,-2.3,-0.4
Cc1ccc(/C=C2\Oc3cc(OC(=O)N4CCOCC4)ccc3C2=O)cc1,3.2,0.7,10.5,0.7,-1.5,9.6,0.4,3.9,-3.6,-4.8,-1.7
O=C(O)c1ccc(C(=O)O)c(C(=O)c2ccc(NC(=O)c3ccccc3)cc2)c1,-3.6,-0.8,1.0,-7.9,12.0,-2.9,-22.7,9.3,-4.8,-18.6,-3.3
CCOc1ccc(NC(=S)N2CCN(CCN3C(=O)c4cccc5cccc(c45)C3=O)CC2)cc1,-2.9,1.8,24.8,2.0,12.4,29.3,-0.4,11.2,-2.5,-42.6,0.6
CCOC(=O)[C@H]1[C@H]2COc3cc(OC)ccc3[C@@H]2N2C(=O)CN(Cc3ccco3)C(=O)[C@@]12C,9.4,0.9,-14.5,13.5,2.4,2.5,30.3,-2.6,-9.3,-3.1,3.2

# Pulled by compound from the list above:
SMILES,KKLEB tox,NR2E3 ag-1,Peg3 promoter,Shn3 inh set2,TRPM1 prom inh,Vif imaging,NR2E3 ag-2,HIF-2a inh,CaV13 FRET inh,CF NFkB inh,PDI turbidity
COc1ccc2oc(CS(=O)c3ccccc3)c(C(=O)O)c2c1 (configuration not stated),-11.1,1.4,-0.1,-10.0,-3.0,-1.6,-0.9,9.7,-1.1,15.5,4.4
CC(C)(C)S(=O)(=O)N1C[C@H]2CC/C=C\C/C=C\2[C@@H]1CCO,-10.3,nt,-0.2,6.1,nt,2.9,-45.5,19.0,-4.3,23.3,5.0

# Next section:
SMILES,KKLEB tox,NR2E3 ag-1,Peg3 promoter,Shn3 inh set2,TRPM1 prom inh,Vif imaging,NR2E3 ag-2,HIF-2a inh,CaV13 FRET inh,CF NFkB inh,PDI turbidity
CC(=O)Nc1cccc(OC(=O)N2CCOCC2)c1,2.0,-0.1,9.8,7.2,17.5,nt,-40.4,-0.8,nt,8.2,-1.2
CCN(CC(=O)Nc1ccc(OC)cc1)C(=O)c1ccc([N+](=O)[O-])cc1,7.4,-1.1,2.1,9.6,0.4,6.5,-46.9,4.4,-22.6,1.3,-12.0
COc1ccc(C2CC(c3ccccc3)=NN2S(=O)(=O)c2ccc(C)cc2)c(OC)c1 (configuration not stated),-9.3,-2.9,25.6,51.1,4.0,-7.4,-14.5,-12.7,-4.5,8.0,-2.5
Cc1ccc(S(=O)(=O)N(C)CC(=O)N2CCC(C(N)=O)CC2)cc1,-7.9,nt,-1.6,-11.1,2.1,4.2,-6.7,7.0,-3.5,11.9,2.2
CCCCSc1nnc(CCNC(=O)OC(C)(C)C)o1,0.7,-1.4,-4.4,-2.9,-3.2,-9.5,6.0,10.6,-4.9,8.8,-3.6
CC(=O)CC(C)(C)Nc1nc2ccc([N+](=O)[O-])cc2o1,-6.9,0.6,3.0,-55.4,-61.6,-2.3,10.6,-27.6,-4.2,-4.7,-0.9
c1ccc(CSCc2ccccc2)cc1,9.0,-1.5,4.7,-13.4,-13.0,-1.9,11.6,5.1,nt,-24.7,nt
COc1ccc(S(=O)(=O)N2CCOCC2)cc1NC(=O)/C=C/c1ccccc1,0.6,nt,3.7,-30.0,10.3,-0.2,-11.4,-2.9,-2.2,6.7,-4.6
O=C(O)c1ccc2c(=O)n(-c3ccccc3)c(=S)[nH]c2c1,2.3,2.6,8.9,1.1,0.3,10.5,-24.0,12.7,-4.8,6.7,0.8
Cc1ccc(S(=O)(=O)C(C#N)c2nc3ccccc3nc2N2CCN(C)CC2)cc1 (configuration not stated),12.7,-1.0,6.2,-11.8,21.3,-4.2,-21.0,-3.1,-8.3,-3.2,7.5
CCc1cc(C(=O)Nc2cc(S(=O)(=O)N3CCOCC3)ccc2N2CCN(CC)CC2)sc1C,7.3,nt,2.8,-18.8,2.5,-15.8,17.9,3.8,-5.6,5.5,12.3
CC(C)(C)C1=CC(=Nc2ccccc2N)C=C(C(C)(C)C)C1=O,-0.8,0.7,12.1,3.8,0.9,nt,-139.8,11.1,-5.0,-0.5,9.1
Cc1ccc2nsnc2c1S(=O)(=O)N(Cc1ccco1)Cc1cc2ccc(C)c(C)c2[nH]c1=O,-9.1,nt,20.2,19.7,4.8,-21.9,-1.2,13.4,-3.3,2.9,-4.7
CSc1ncc(CNc2cc([N+](=O)[O-])ccc2C)c(N)n1,-14.7,3.2,14.0,-4.6,18.9,-0.4,4.7,22.3,-11.5,-12.2,-7.5
COc1ccccc1/C=N/n1cnnc1,6.0,-3.7,14.1,-16.9,2.1,nt,-24.7,9.6,-2.3,1.1,2.8
Cc1ccc(C(=O)Oc2coc(CSc3nnc(NC(=O)c4cccs4)s3)cc2=O)cc1,4.0,1.8,1.6,-17.6,3.2,-3.0,-26.7,-9.6,-3.9,19.1,-6.3
O=S(=O)(c1ccccc1)c1nc(-c2ccco2)oc1NCc1ccccc1,-8.6,-2.2,-2.2,9.3,-1.6,2.3,2.8,0.7,-7.6,-7.2,2.6
CC(C)C[C@H]1CNC(=S)N1CC1CCCN1C[C@H](Cc1ccccc1)N1C[C@H](Cc2ccc(O)cc2)N(CC2CCCCC2)C1=S (some centres not stated),-12.3,nt,59.0*,26.5,26.3,-12.9,-28.2,-5.2,-4.3,33.3,-3.9
Cc1ccccc1Oc1cccc(C(=O)/C(C#N)=C/N(C)C)c1,4.6,-1.8,-55.3,9.0,-9.4,6.2,-20.2,-109.0,-3.5,3.8,10.0
O=c1oc2ccccc2c2c1SC(C(F)(F)F)C2 (configuration not stated),3.2,3.2,-8.2,2.6,-0.7,-0.8,-5.6,-26.9,-3.3,-0.3,-11.6
CC(C)(C)N1C(=O)[C@H]2[C@@H](c3ccc(Br)cc3)N3C(=O)N(c4ccccc4)C(=O)[C@@]3(Cc3ccccc3)[C@H]2C1=O,-3.4,0.8,6.6,0.1,1.0,nt,4.6,8.5,-4.2,-18.4,2.4
CN(CC(=O)NCCc1ccc(F)cc1)Cc1ccc(Br)cc1,-4.8,0.4,12.2,2.8,-3.5,20.2,-5.8,-3.3,-3.0,19.8,4.2
COc1ccc(S(=O)(=O)N(Cc2cc3cc(C)ccc3[nH]c2=O)CC2CCCO2)cc1 (configuration not stated),-7.6,9.9,-4.2,6.9,-6.2,12.5,8.6,9.7,-5.7,8.4,-1.2
CCOc1ccc(NC(=O)CSc2nc(N3CCOCC3)nc(N3CCOCC3)n2)cc1,-5.0,0.6,10.8,5.0,10.3,-8.0,-9.3,16.6,-3.9,10.1,2.7
CC1(C)NC(=O)N(CC(=O)OCC(=O)c2ccc(Cl)s2)C1=O,13.0,nt,-7.4,1.0,-9.1,0.2,5.8,-9.8,-6.8,0.9,-8.1
O=C(COC(=O)c1ccc(CO)cc1)Nc1ccc2ccccc2c1,3.4,-1.7,-23.3,-12.8,0.8,26.6,5.8,-48.9,-5.0,15.7,-7.7
Cc1ccc(Cn2nnc3c(=O)[nH]c(C(=O)NCc4ccco4)nc32)cc1,-15.6,2.6,-18.6,21.7,3.6,-2.3,0.1,22.4,-7.8,0.6,5.3
COc1ccc(OC)c(Nc2nc(NCc3ccco3)c3ccccc3n2)c1,-19.2,0.9,31.6,19.6,14.8,-8.1,1.7,16.7,-5.3,-22.6,-1.5
O=S(=O)(c1ccccc1)N(Cc1nc(-c2ccccc2)no1)C1CCCCC1,-3.2,-1.5,29.6,44.3,0.6,0.8,-33.4,2.7,-0.4,4.6,5.8
COc1ccc(NS(=O)(=O)c2cccc(C(=O)N3CCCCCCC3)c2)cc1,6.9,2.9,-7.8,15.6,4.9,0.2,-4.4,5.4,-5.8,-5.1,7.4
C=C1C(=O)OC2C=C(CO)C3OC3C3OC3(C)CC(OC(=O)/C(=C/C)COC(C)=O)C12 (configuration not stated),-91.5*,nt,106.3*,93.3*,84.5*,8.2,85.8*,84.6*,-10.6,82.2*,-4.7
COC(=O)CN1C(=O)CSc2ncccc21,1.8,-0.3,-10.2,1.5,-14.2,0.5,-17.4,14.7,nt,-1.1,2.3
COc1cc(C(=S)N2CCCC2)ccc1O,-1.4,1.2,-3.2,-11.4,16.9,24.9,-3.0,20.7,-8.1,-5.8,-0.9
COc1ccc([N+](=O)[O-])cc1NC(=O)C(C)OC(=O)Cc1ccc(OC)c(OC)c1 (configuration not stated),-5.2,nt,2.3,-12.0,-8.1,-2.9,0.8,-1.0,-6.0,3.8,8.3
COCCNC(=O)C1CCCN(C(=O)c2ccc3c(c2)C(C)(C)CCC3(C)C)CC1 (configuration not stated),-3.2,nt,0.1,19.8,nt,-9.1,-9.3,10.1,-6.4,7.4,0.9
O=C(Nc1ccc(F)cc1F)NC1CCCc2ccccc21 (configuration not stated),17.2,-1.0,10.5,47.2,-8.7,nt,-34.1,-3.6,-1.7,1.4,1.2
CCOc1ccc(C(CC(=O)O)NC(=O)Cc2ccccc2)cc1OC (configuration not stated),-9.3,nt,6.2,-2.2,3.6,4.2,13.8,10.0,-18.5,21.1,0.0
CC(=O)c1cn(-c2ccc(Cl)cc2)c(=O)n(Cc2ccc(Br)cc2)c1=O,-16.5,2.5,20.6,14.4,15.0,0.3,7.5,9.6,-6.5,1.7,-20.1
Fc1ccccc1CN1CCCC(NC2CCC2)C1 (configuration not stated),-10.8,4.5,-7.1,18.6,0.2,-1.5,12.9,12.6,-4.8,-24.6,1.8
Cc1[nH][nH]c(=O)c1N=Nc1ccccc1,3.6,-5.4,-37.3,2.4,-9.0,-4.6,-1.4,-38.5,-4.8,19.6,0.4

# From PubChem BioAssay
